# hERG WT inh = qHTS for Inhibitors of KCHN2 3.1: Wildtype qHTS. hit rate 0.37% among 340,000. activity change, % at 1.84 µM. U2OS, BacMam KCNH2, thallium flux FluxOr; active compounds read low;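 active = maximum activity change below -70%; inconclusive = maximum activity change between -70% and -50%; inactive = maximum activity change above -50%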; also: % is scaled to controls: 0 for no effect and ±100 for the full control effect
#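 U2OS cells were transduced with wild-type KCNH2 virus (2.03 x 10^8 / mL) for 4 h at room temperature, then cultured overnight at 37 C. Thallium flux was read with FluxOr dye. Rate constants were normalized to DMSO controls.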
# Giardia killer = Small Molecules that selectively kill Giardia lamblia: qHTS. Giardia lamblia trophozoite viability. activity change, % at 7.66 µM, hits read low. hit rate 0.15% among 340,000. AID 540267, 2011; in the data active = activity change below about -80%; inconclusive = between about -30% and that limit;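 also: parasites exposed to compound for two days anaerobically before the ATP read; % is scaled to controls: 0 for no effect and ±100 for the full control effect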
#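 Giardia trophozoites, 100 cells per well, were exposed to compounds for 48 hrs at 37 deg C under anaerobic conditions; viability was then read as ATP content by bioluminescence after 15-30 min at room temperature.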
# USP2a block = qHTS Assay for Inhibitors of Ubiquitin-specific Protease USP2a Using CHOP2 as the Reporter. USP2 core, Ub-CHOP2 coupled fluorogenic reporter, 485/531. Potency, µM (series often up to 38.3 µM), inactives show top-dose activity change, negative = inhibition, usual class: inhibitors. hit rate 0.01% among 330,000. AID 463254, 2010;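 also: potency is read from the fitted curve at half-maximal effect; plate controls were DMSO wells for no effect and full inhibition by NEM control for full effect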
#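 USP2 core (10nM final) preincubated 30min RT with compound in 20mM Tris-HCl pH 8.0, 2mM CaCl2, 2mM beta-mercaptoethanol, 0.05% CHAPS; 25nM Ub-CHOP2 plus 25nM reporter substrate added, fluorescence (Ex485/Em531) read after 60min.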
# Menin MLL FP TR = qHTS Assay for Inhibitors Targeting the Menin-MLL Interaction in MLL Related Leukemias: Competition With Texas Red Labeled MLL-derived Mutant Peptide. hit rate 0.23% among 270,000. Potency, µM (doses to about 61.6 µM), inactives show top-dose FP activity change, negative = inhibition, most hits filed as inhibitors. Menin + Texas Red MLL mutant peptide, fluorescence polarization. AID 1768, 2009; active = well fitted inhibition curve with a large enough effect in the polarisation, with a control signal flat, not every such curve was filed as active; inconclusive = small, poorly fitted or top-dose-only effect, or effect the other way, or a change in a side signal; inactive = no such curve, though single readings can be large or run the other way; the % refers to the polarisation; also: potency is read from the fitted curve at half-maximal effect; % of control where 0% means no effect; many of its hits are not listed in these tables
# GALK inh = qHTS Assay for Inhibitors of Human Galactokinase (GALK) | Potency, µM (highest dose often 57.5 µM), inactives show top-dose activity change, negative = inhibition, most hits filed as inhibitors | hit rate 0.007% among 270,000 | AID 1868, 2009 | P51570 | Purified GALK, Kinase-Glo residual ATP luminescence; also: potency is read from the fitted curve at half-maximal effect; % is scaled to controls: 0 for no effect and ±100 for the full control effect
#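 Luminescence from leftover ATP (Ultra-Glo luciferase/luciferin) served as read-out after a 1 h room-temperature reaction of 5 nM GALK with 35 uM ATP and 100 uM galactose.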
# CXXC DNA block = qHTS Fluorescence Polarization Assay for Inhibitors of MLL CXXC domain - DNA interaction; Histone-lysine N-methyltransferase 2A (Homo sapiens), Q03164; MLL-CXXC / FITC-HOXA9 DNA fluorescence polarization; Potency, µM (series often up to 115 µM), without a hit: at the top dose activity change, negative = inhibition, hits mostly inhibitors; hit rate 0.037% among 290,000; active = well fitted inhibition curve with a large enough effect in the polarisation, with a control signal flat, not every such curve was filed as active; inconclusive = small, poorly fitted or top-dose-only effect, or effect the other way, or a change in a side signal; inactive = no such curve, though single readings can be large or run the other way; the % refers to the polarisation; also: potency is read from the fitted curve at half-maximal effect
#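 Fluorescence polarization: 7 uM MLL-CXXC (stock) preincubated 5 min with compounds, then 50 nM fluorescein-HOX-A9 DNA (stock) added; 30 min ambient. Buffer 50 mM Tris-HCl pH 7.5, 50 mM NaCl, 1 mM DTT, 0.05% BSA.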
# B2AR arrestin = qHTS assay of beta-arrestin-biased ligands of beta2-adrenergic receptor; beta-arrestin recruitment to beta2AR, cell-based reporter; Potency, µM (titrated, usually from 46.1 µM), inactives show top-dose activation, hits mostly activators; hit rate 0.02% among 330,000; AID 492947, 2010;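 also: potency is read from the fitted curve at half-maximal effect; 0% = DMSO controls and full agonism = EC100 isoproterenol or metaproterenol; nearly all actives have a fitted effect of over 65% in size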
# Target sequence (P07550 whole entry, looked up): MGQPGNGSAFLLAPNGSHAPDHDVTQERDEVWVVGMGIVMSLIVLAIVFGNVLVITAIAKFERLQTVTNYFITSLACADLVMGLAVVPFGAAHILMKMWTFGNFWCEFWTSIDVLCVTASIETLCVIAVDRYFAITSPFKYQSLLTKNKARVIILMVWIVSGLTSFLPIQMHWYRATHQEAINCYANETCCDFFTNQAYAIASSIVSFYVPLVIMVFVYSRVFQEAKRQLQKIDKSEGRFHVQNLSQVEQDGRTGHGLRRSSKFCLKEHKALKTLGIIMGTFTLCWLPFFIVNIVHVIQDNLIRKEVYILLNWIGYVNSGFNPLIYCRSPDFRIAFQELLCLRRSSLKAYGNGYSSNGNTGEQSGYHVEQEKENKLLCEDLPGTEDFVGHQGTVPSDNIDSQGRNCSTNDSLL
# KCNH2 3.1 inh = qHTS for Inhibitors of KCHN2 3.1: Mutant qHTS; Potassium voltage-gated channel subfamily H member 2, brain isoform KCNH2 3.1 (human); U2OS KCNH2 3.1, thallium flux FluxOr; active compounds read low; activity change, % (tested at about 1.8 µM); hit rate 0.95% among 340,000;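 active = maximum activity change below -70%; inconclusive = maximum activity change from -70% to -50%; inactive = maximum activity change above -50%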;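 also: thallium influx rate constant from kinetic fluorescence after stimulation buffer; % is scaled to controls: 0 for no effect and ±100 for the full control effect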
#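 Virally transduced U2OS (3.1 isoform, 4 h infection in dark at RT) → overnight 37 C → FluxOr + Red40 in HBSS/HEPES, 45 min → stimulation buffer, 2 min kinetic read → rate constant vs DMSO controls.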
# TRPV1 agonist = HTS Assay for Compounds that Act as Agonists of the Vanilloid Receptor 1. Transient receptor potential cation channel subfamily V member 1 (Homo sapiens), Q8NER1. TRPV1-expressing cells, Fluo-8 calcium influx, agonist mode. activation, % at 8.33 µM. hit rate 0.19% among 320,000; in the data active = activation above about 80%; inconclusive = between about 30% and that limit; also: 0% is about no effect
#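 Fluo-8 calcium influx in TRPV1-expressing cells, kinetic read (ex 480/em 520 nm). Compound added and read 3 min for agonist activity, followed by capsaicin at EC20 final and 2 min further read for enhancement.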
# PKM2 act = qHTS Assay for Activators of Human Muscle isoform 2 Pyruvate Kinase | purified PKM2, Kinase-Glo ATP luminescence, activation; response scale: 0% is enzyme alone, no compound | Potency, µM (doses to about 57.5 µM), for inactives: at the highest dose activation, hits mostly activators | hit rate 0.34% among 260,000; also: potency is read from the fitted curve at half-maximal effect; % is scaled to controls: 0 for no effect and ±100 for the full control effect; nearly all actives have a fitted effect of over 55% in size
# Target sequence (P14618 whole entry, looked up, canonical isoform): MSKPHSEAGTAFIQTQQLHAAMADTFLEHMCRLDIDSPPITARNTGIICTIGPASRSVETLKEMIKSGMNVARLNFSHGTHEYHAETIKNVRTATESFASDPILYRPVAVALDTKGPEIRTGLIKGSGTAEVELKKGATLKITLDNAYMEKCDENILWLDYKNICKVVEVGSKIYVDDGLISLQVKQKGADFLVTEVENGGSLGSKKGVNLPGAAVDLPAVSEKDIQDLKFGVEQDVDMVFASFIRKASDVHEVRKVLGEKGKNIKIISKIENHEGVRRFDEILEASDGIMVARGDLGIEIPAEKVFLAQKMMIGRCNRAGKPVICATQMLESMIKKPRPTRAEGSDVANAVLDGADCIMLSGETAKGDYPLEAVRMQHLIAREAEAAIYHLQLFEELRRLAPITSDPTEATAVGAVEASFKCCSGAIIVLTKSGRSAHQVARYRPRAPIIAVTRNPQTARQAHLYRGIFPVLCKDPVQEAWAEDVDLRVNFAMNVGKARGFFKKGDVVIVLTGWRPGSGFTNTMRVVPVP
#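 Purified hPK-M2 (>95% pure) converted ADP (0.1 mM final) to ATP with 0.5 mM PEP in 50 mM imidazole pH7.2, KCl, MgCl2, Tween 20, BSA; 1 h at room temperature. ATP detected by Kinase-Glo luminescence.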
# FBPA coupling cs = qHTS Assay for Inhibitors of Fructose-1,6-bisphosphate Aldolase from Giardia Lamblia: Coupling assay counterscreen. coupling enzyme system counterscreen, AmpLite Red fluorescence. activity change, negative = inhibition, % at 58.2 µM, hits read low. hit rate 0.67% among 290,000. AID 2472, 2010; in the data active = activity change below about -30%; also: % is scaled to controls: 0 for no effect and ±100 for the full control effect
#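 Coupling enzymes only (glyceraldehyde-3-phosphate) + compound, at 57.5 uM final, 10 min RT; add substrate/coupling/AmpLite Red mix, 20 min RT; fluorescence ex 525/em 598 nm. Actives flag coupling-system interference.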
# * hit, by the source's call; ? = inconclusive; . = no result given; [ ] = another dose, or the depositor's remark. Unless noted, calls follow the shape of the dose curve; as a rule, active = well fitted curve in the direction sought with a large enough effect; inconclusive = small, poorly fitted or top-dose-only effect, or another doubt; inactive = no such curve, though single readings can be large; an effect the other way counts as inactive or inconclusive.
SMILES,hERG WT inh,Giardia killer,USP2a block,Menin MLL FP TR,GALK inh,CXXC DNA block,B2AR arrestin,KCNH2 3.1 inh,TRPV1 agonist,PKM2 act,FBPA coupling cs
CCOC(=O)CN1CC23C=CC(O2)C(C(=O)N2CCN(c4ccc(F)cc4)CC2)C3C1=O (stereo not given),5,9,-1%,2%,-1%,2%,0.3%,-3,-1,-2%,0
O=C(Cn1cc2c(n1)CCCCC2)N1CCc2ccccc2C1,22,16,7%,-10%,-2%,4%,-0.2%,19,7,-4%,-6
Cc1nc2ccc(NS(=O)(=O)c3c(C)c(C)cc(C)c3C)cc2s1,-8,-8,.,5%,2%,1%,.,-12,0,0%,-5
Cc1cc(C)c(NC(=O)C2CCCN2C(=O)NC2CCCCC2)c(C)c1 (stereo not given),-2,3,0%,-5%,0%,-1%,0.0%,13,1,9%,2
CCOc1c2ccc(C(=O)NC3CCCc4ccccc43)cc2nn1C (stereo not given),-9,15,2%,?,-1%,2%,0.0%,4,-3,?,4
CC(=O)c1cccc(NC(=O)CSc2ncc(C(=O)Nc3ccccc3)c(=O)n2C)c1,32,14,-5%,.,.,.,-0.7%,-4,4,.,.
COc1ccc(/C=C/C(=O)NCCn2c(C)cc3ccccc32)cc1OC,9,-26,-1%,10%,.,3%,-1.8%,20,?,-3%,3
CN1CCN(S(=O)(=O)c2cnccc2N2CCN(c3cccc(Cl)c3)CC2)CC1,-11,1,0%,-2%,.,0%,-0.4%,-5,7,-1%,2
Cc1ccc2nc(NC(=O)COC(=O)c3ccco3)sc2c1,0,-1,.,-4%,-1%,2%,.,-21,1,-2%,-2
CCOC(=O)C1CCN(C(=O)CCS(=O)(=O)c2ccc3c(c2)n(C)c(=O)c(=O)n3C)CC1,-6,-10,0%,0%,.,.,-1.6%,-4,0,0%,0
COc1ccc(-n2c(C)cc(C(=O)CN3CCCCC3)c2C)cc1,.,17,0%,-12%,7%,1%,0.0%,25,-11,.,0
CC(=O)N1c2ccc(S(=O)(=O)N3CCC(C(=O)NCc4ccccc4)CC3)cc2CC1C (stereo not given),1,8,1%,-9%,0%,6%,-0.2%,-23,1,0%,-3
Cn1cc(S(=O)(=O)N2CCOCC2)cc1C(=O)Nc1cccc(Cl)c1,-12,-19,1%,11%,.,.,0.1%,5,11,0%,0
CCCC(=O)Nc1ccc2c(c1)nc(CCN1CCCCC1)n2C,1,3,-4%,.,0%,-2%,-0.1%,8,0,1%,0
CCC(=O)c1cc2c(cc1NC(=O)c1ccccc1)OCCO2,-2,6,2%,0%,-5%,9%,0.1%,-18,2,-3%,1
CCOC(=O)N1CCC(=C(C#N)C(=O)Nc2cc(OC)ccc2OC)CC1,7,-14,2%,-23%,0%,0%,0.1%,15,3,1%,-5
COc1ccc(C(=O)Nc2nc3nccc(-c4ccccc4)n3n2)cc1,-11,13,0%,-15%,2%,15%,0.3%,-18,0,4%,0
CCC(=O)c1ccc(OCC(=O)NC2CCCC2)cc1,3,11,2%,.,.,.,-0.9%,0,6,.,.
CC(C)(C)NC(=O)C1Cc2ccccc2CN1S(=O)(=O)c1ccc(F)cc1 (stereo not given),-6,11,-6%,0%,7%,13%,-0.2%,-15,17,-7%,2
CCN(CC)S(=O)(=O)c1ccc(NC(=O)c2ccccn2)cc1,5,-2,-1%,-1%,-1%,8%,-0.2%,-3,?,2%,2
CCOc1ccc(N(CC(=O)NC2CCCC2)C(=O)CCCC(=O)Nc2ccccn2)cc1,7,-24,-3%,.,0%,-13%,0.2%,0,1,1%,0
CCOC(=O)N1CCN(C(=O)CCC(=O)c2ccc(OCC)cc2)CC1,1,-2,-5%,1%,18%,6%,0.2%,-4,7,-16%,0
O=C(Nc1ccc2c(c1)nc1n2CCOC1)C1CCCCC1,-7,-6,-1%,4%,-3%,2%,0.3%,-7,-1,-4%,1
CC(C)CNc1nc(N)c([N+](=O)[O-])c(NCC2CCCO2)n1 (stereo not given),0,-14,0%,-2%,0%,2%,-0.5%,27,-2,-3%,9
CC1CN(C(=O)c2cnn3c(C(F)F)cc(-c4ccccc4)nc23)CC(C)O1 (stereo not given),-6,-2,2%,-15%,1%,-3%,-0.1%,-2,?,-3%,-1
CCN(CC)C(=O)COc1ccc(C=O)cc1OC,-11,-7,0%,-2%,-2%,-2%,-0.3%,-1,1,-6%,0
O=C(NCc1cccc(C(F)(F)F)c1)N1CCN(C(=O)c2ccccc2)CC1,-16,9,2%,.,.,.,-0.1%,-6,.,.,.
CC1(NC(=O)COc2ccccc2-c2ccccc2)CCS(=O)(=O)C1 (stereo not given),9,-3,2%,-1%,0%,4%,0.8%,7,3,10%,0
CC1CCc2c(sc(NC(=O)Cn3nc(C(=O)O)c4ccccc4c3=O)c2C#N)C1 (stereo not given),-13,-6,3%,.,5%,-9%,-0.3%,-1,-1,-2%,8
CC(C)(CO)NC(=O)CC1C(=O)NCCN1Cc1ccc(-c2ccccc2)cc1 (stereo not given),9,14,1%,-8%,5%,-7%,-0.5%,4,0,-1%,0
C=CCOC(=O)C1CC=CCC1C(=O)Oc1ccc(F)cc1F (stereo not given),-18,0,-1%,-1%,2%,8%,-0.7%,-14,15,6%,-2
Cc1cc(/C=N/NC(N)=O)c(C)n1C1CCCCC1,5,8,0%,-13%,0%,-6%,0.2%,5,1,1%,-1
CCC1CCCCN1S(=O)(=O)c1ccc2c(c1)CCN2C(C)=O (stereo not given),4,28,1%,11%,0%,-2%,-1.0%,-5,4,-3%,0
O=C(CCCc1c[nH]c2ccccc12)N[C@@H](Cc1c[nH]c2ccccc12)C(=O)O,-2,8,-2%,20%,.,5%,-1.0%,-13,-2,.,6
COc1cccc2cc(C(=O)c3ccccc3)oc12,-7,-7,0%,39%[activator],6%,5%,-0.2%,-13,8,-18%,-2
CCn1c(SCC(=O)c2ccc(O)c(O)c2)nnc1-c1ccccc1OC,-1,7,-1%,20%,12%,12%,-0.8%,2,-1,13%,1
CC(C)CCn1c(SCC#N)nc2c(sc3ccccc32)c1=O,-1,9,0%,?,0%,-3%,-0.2%,-1,5,0%,-1
CCS(=O)(=O)N1CCC(C(=O)N2CCN(c3ccccc3)CC2)CC1,4,10,4%,7%,2%,-2%,0.4%,-6,-2,-1%,-1
Cc1nccc2[nH]c(=O)c(C(=O)NCCCN(C)C3CCCCC3)cc12,.,.,0%,15%,1%,0%,-0.2%,.,1,7%,1
Cc1cc(S(=O)(=O)N2CCOCC2)ccc1OCC(=O)N1CCOCC1,-2,-11,-1%,0%,0%,4%,-1.0%,-6,5,0%,-1
Cc1ccc(C(CCN)c2ccco2)cc1 (stereo not given),-31,19,5%,5%,-3%,-1%,-0.2%,-17,7,10%,1
C/C(=N\NC(=O)Cc1ccc(Br)cc1)c1cccnc1,-7,-9,-1%,.,-4%,13%,-0.3%,-2,1,-3%,.
O=S(=O)(NCCc1ccccn1)c1ccc(-c2ccccn2)s1,-9,34[activator],0%,.,1%,4%,0.0%,-30,3,-3%,4
COc1ccc(CCNC(=O)C(=O)NCC2OCCN2S(=O)(=O)c2cc(F)ccc2F)cc1OC (stereo not given),-14,29,3%,-1%,.,.,0.0%,2,-3,-2%,2
O=C(Nc1nccs1)C1CCCN1S(=O)(=O)c1ccc(Cl)cc1 (stereo not given),-6,-3,0%,-12%,5%,8%,0.1%,6,0,1%,-2
CC(C)CCN1CCN(Cc2nc(-c3ccccc3)cs2)CC1CCO (stereo not given),-13,0,0%,13%,0%,-9%,0.2%,-25,2,4%,0

# Assay outcomes: PubChem BioAssay, National Center for Advancing Translational Sciences (NCATS)

# Not all compounds are listed (hit frequency here may not be typical).
